# 14-3-3g Raf: alters human 14-3-3 gamma binding to Raf peptide; P61981; inhibition, % at 40 µM; FP, 14-3-3gamma / TMR-pS259-Raf peptide binding; 160,000 compounds, 0.19% hits; in the data active = inhibition above about 30%;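 note: 0% = protein plus tracer without compound and 100% = blank with tracer alone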
# Target sequence (P61981 whole entry, looked up): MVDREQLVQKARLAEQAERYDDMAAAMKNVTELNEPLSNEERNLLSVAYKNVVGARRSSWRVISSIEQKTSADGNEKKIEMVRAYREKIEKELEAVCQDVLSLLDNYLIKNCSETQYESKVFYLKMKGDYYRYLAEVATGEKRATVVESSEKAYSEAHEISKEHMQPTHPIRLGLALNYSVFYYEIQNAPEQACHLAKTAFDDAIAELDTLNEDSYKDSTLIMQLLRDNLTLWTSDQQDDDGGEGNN
# An asterisk follows results filed as active; & = joins results of further samples. This is a subset; the hit share may differ from the screen's.
SMILES,14-3-3g Raf
CC(O)CNc1nc2c(c(=O)n(C)c(=O)n2C)n1Cc1ccccc1Cl (configuration not stated),1
CCC1=Nc2cc(C(=O)NCCOC)ccc2Sc2ccc(Cl)cc21,1
COc1ccc(Cl)cc1-c1n[nH]c(=S)o1,8&-5
COc1cc(C2Nc3ccc(C(=O)c4ccccc4)cc3NC3=C2C(=O)CCC3)cc(OC)c1O (configuration not stated),-8
COc1ccc(C2Oc3ccccc3C3=C2C(c2ccc(Cl)cc2)n2ncnc2N3)cc1 (configuration not stated),4
Cc1cc(C)c(NC(=O)C2C(c3ccccc3)=C2c2ccccc2)c(C)c1,-4
COc1ccc(OC)c2[nH]c(=O)c(CCNC(=O)C(C)(C)Oc3ccc(Cl)cc3)cc12,4
Cc1c(-c2ccccc2)oc2nc3c(c(=O)n(C)c(=O)n3C)n12,-3
O=C(c1ccc(Br)o1)N1CCN(c2ccc3nnc(-c4ccccc4)n3n2)CC1,1
CCc1ccc(C2=NC(c3ccccc3OC)NC(c3ccccc3O)C2)cc1 (configuration not stated),-9
Cc1nnc(NC(=O)CCCCCN2C(=O)C3C4C=CC(C4)C3C2=O)s1 (configuration not stated),-3
CCCCCc1c(C)c(C#N)c2nc3ccccc3n2c1NCCN(C)C,-21
O=C(CCn1c(=O)[nH]c2ccccc2c1=O)NCCc1c[nH]c2ccccc12,-6
Cn1c(SCC(=O)Nc2nccs2)nc2c([nH]c3ccccc32)c1=O,-17
CSc1nc(C)cc(-n2ccc(=O)[nH]c2=O)n1,14&0
COc1ccccc1C(=O)OC1=C(C(=O)c2ccccc2)N(CC#N)S(=O)(=O)c2ccccc21,-2
Cc1cc2oc(=O)cc(CN3CCN(Cc4ccc5c(c4)OCO5)CC3)c2cc1C,-7
COc1ccc(NC(=O)c2ccccc2NS(=O)(=O)c2ccc(C)cc2)c([N+](=O)[O-])c1,12
CC1CC(C)CN(C(=O)c2c[nH]c3ccc(S(=O)(=O)N(C)CCC#N)cc3c2=O)C1 (configuration not stated),-6
O=C1CSC(c2cccc(Br)c2)N1c1ccccc1 (configuration not stated),-6
COc1ccc(Cc2nn3c(-c4ccccc4OC)nnc3s2)cc1,-10
O=C(CSc1nccn1-c1ccccc1)NCc1ccccc1,-6
COc1ccccc1C1/C(=C(\O)c2ccc(Cl)cc2)C(=O)C(=O)N1CCO (configuration not stated),1
Oc1ccc(Cl)cc1C1=Nc2ccccc2N=C(c2cccs2)C1,-5
COc1cc(C2C(C(=O)OC(C)C)=C(C)NC3=C2C(=O)CCC3)cc(Br)c1O (configuration not stated),-2

# Quoted at random: five compounds from above
SMILES,14-3-3g Raf
Cc1cc(C)c(NC(=O)C2C(c3ccccc3)=C2c2ccccc2)c(C)c1,-4
COc1ccc(NC(=O)c2ccccc2NS(=O)(=O)c2ccc(C)cc2)c([N+](=O)[O-])c1,12
O=C(CSc1nccn1-c1ccccc1)NCc1ccccc1,-6
COc1ccccc1C1/C(=C(\O)c2ccc(Cl)cc2)C(=O)C(=O)N1CCO (configuration not stated),1
COc1cc(C2Nc3ccc(C(=O)c4ccccc4)cc3NC3=C2C(=O)CCC3)cc(OC)c1O (configuration not stated),-8

# More compounds:
SMILES,14-3-3g Raf
Oc1ccc(CNCC2NCCc3ccccc32)cc1Cl (configuration not stated),-65
CN(CCO)c1cc(Sc2nc3ccccc3o2)c2nonc2c1[N+](=O)[O-],-6
O=C(CSc1ncccc1C(=O)N1CCN(c2ccccc2)CC1)Nc1ccc(Br)cc1,-13
CCOc1ccc2nc(SCC(=O)NCc3ccc(OC)cc3)sc2c1,-3
COc1ccc(Cl)cc1NC(=O)c1nn(C)c(C(=O)Nc2cc(Cl)ccc2OC)c1[N+](=O)[O-],1
Cc1cc(C)c(S(=O)(=O)N2CC(C)CC(C)C2)c(C)c1 (configuration not stated),6
Cc1ccc(Cc2nc(-c3cccc(C)c3)no2)cc1,-7
Cc1onc(-c2ccccc2)c1C(=O)Nc1sc2c(c1C#N)CCC(C)C2 (configuration not stated),-13
CCOC(=O)C1=C(N)N(c2ccc(Cl)cc2)C2=C(C(=O)CCC2)C1c1ccc(OC)cc1 (configuration not stated),7
COc1ccc(-c2nnc(Nc3nc4c(OC)cccc4s3)o2)cc1,0
COC(=O)c1ccc(Cl)c(NC(=O)CN(c2ccc3c(c2)OCO3)S(C)(=O)=O)c1,-10
Cc1ccc(-c2csc(NC(=O)c3ccccc3F)n2)cc1C,-10
CC(=O)Oc1cccc(-n2c(=O)c3ccccc3c3ccccc3c2=O)c1,-4
CC(C)NCC(O)COc1ccc(CCOCC2CC2)cc1 (configuration not stated),-45&-6
Cc1ccc(OCC(=O)NCc2ccccc2)cc1C,-12
CC(C)(C)c1ccc(OCC(=O)Nc2cccc(-c3nc4ccccc4[nH]3)c2)cc1,-12
CCOC(=O)C1=C(C)NC2=C(C(=O)CC(c3ccc(Cl)cc3)C2)C1c1ccc(O)c(OC)c1 (configuration not stated),1
O=C(CSc1nc2c(sc3ccccc32)c(=O)n1CCc1c[nH]c2ccccc12)NCc1ccco1,-30
CCN1CCN(c2cc(C)c3cc(NC(=O)CCC(=O)Nc4ccc(Br)cc4C)ccc3n2)CC1,-7
CCC(C)OC(=O)C1=C(C)NC2=C(C(=O)CC(c3ccccc3)C2)C1c1ccc(N(C)C)cc1 (configuration not stated),-8
Cc1ccc(O)c(-c2cc(C(F)(F)F)[nH]n2)c1,-1
N#Cc1cc([N+](=O)[O-])ccc1-n1nnc2ccccc21,0
O=C(O)C1C2C=CC3(CN(c4ccccc4)C(=O)C13)O2 (configuration not stated),8
CC(C)(C)c1ccc(N2C(=O)c3ccccc3NC2c2ccc3c(c2)OCO3)cc1 (configuration not stated),-1
CCOC(=O)c1cnc2c(OC)cccc2c1Nc1cc(Cl)c(OC)cc1OC,-10

# Further compounds follow:
SMILES,14-3-3g Raf
COCCCNC(=O)N1c2ccccc2Sc2ccccc21,-7
CC1CC(C)CN(C(=O)c2n[nH]c(=O)c3ccccc23)C1 (configuration not stated),5
CS(=O)(=O)N(CC(=O)Nc1ccc2c(c1)OCO2)c1ccccc1,-8
O=C(O)c1ccc(COc2c(F)c(F)cc(F)c2F)o1,-6
CCN(CC)S(=O)(=O)c1ccc2oc(C(=O)Nc3cc(Cl)ccc3OC)c(C)c2c1,5
COc1ccc(C2=NN3C(C2)c2ccccc2OC32CCCCC2)cc1OC (configuration not stated),-17
CCCCOC(=O)C1CCCC(C(=O)OCCCC)N1 (configuration not stated),-4
FC(F)(F)c1ccc(Cl)c(-n2c(-c3cc(C4CC4)[nH]n3)n[nH]c2=S)c1,-3
O=C(NCCCN1CCN(c2ccc(F)cc2)CC1)C1COc2ccccc2O1 (configuration not stated),-8
CSC1=NC(=Cc2ccccc2F)C(=O)S1,-2
CCOc1ccc(Cc2nc(C)c(CC(=O)N3CCOCC3)c(=O)[nH]2)cc1,-1
O=C(c1cccs1)N1CCc2ccccc21,6
CCc1ccccc1NC(=O)CN(Cc1ccccc1)S(=O)(=O)c1ccc(Br)cc1,2
Cc1ccc(NC(=O)c2cc3c(CO)cnc(C)c3oc2=O)cc1Cl,5
Cc1nc2ccccc2c2oc(C(=O)NCC3CCCO3)cc12 (configuration not stated),1
O=c1[nH]c2ccc(S(=O)(=O)Nc3ccc(OC(F)(F)Cl)cc3)cc2o1,0
O=C(Cc1ccccc1)Nc1sc2c(c1C(=O)Nc1ccc(Cl)cc1)CCC2,-82
O=C(c1csc2ccccc12)N1CCN(c2ncccn2)CC1,-4
CCOc1ccc(C2c3c(oc4cc(C)c(C)cc4c3=O)C(=O)N2CCCN2CCOCC2)cc1 (configuration not stated),-3
O=C(CSc1nc(-c2ccccc2)cs1)N1CCN(C(=O)c2ccco2)CC1,-5
CCc1ccc(N2C(=O)CC(N3CCN(Cc4ccc5c(c4)OCO5)CC3)C2=O)cc1 (configuration not stated),13
CN1CCC(N(C)C(=O)c2ccccc2Nc2ccc(SC(F)F)cc2)CC1,5
O=C(COC(=O)C12CC3CC(CC(C3)C1)C2)NCc1ccco1,-7
CCCOc1ccc(N2C(=O)CC(N3CCC(O)(c4cccc(C(F)(F)F)c4)CC3)C2=O)cc1 (configuration not stated),-3
COc1cc2nc(C3CCC3)n(NC(=O)C3CCC(OC)CC3)c(=O)c2cc1OC (configuration not stated),-4

# Grouped by structure, the compounds so far containing a CF3 group (three)
SMILES,14-3-3g Raf
Cc1ccc(O)c(-c2cc(C(F)(F)F)[nH]n2)c1,-1
FC(F)(F)c1ccc(Cl)c(-n2c(-c3cc(C4CC4)[nH]n3)n[nH]c2=S)c1,-3
CCCOc1ccc(N2C(=O)CC(N3CCC(O)(c4cccc(C(F)(F)F)c4)CC3)C2=O)cc1 (configuration not stated),-3

# Going on with the list.
SMILES,14-3-3g Raf
CCOC(=O)Cc1nnc(Nc2ccc(OC)cc2)c2ccccc12,0
CCOC(=O)C1CCN(CC(=O)c2c(C)[nH]c3ccccc23)CC1,-4
Cn1cc(C(=O)N2CCCC2)c2c3ccccc3n(C)c2c1=O,-5
Brc1ccc(-n2cc(-c3ccccc3)c3c(NCc4cccs4)ncnc32)cc1,-5
O=C1CN(C(=O)c2cccc(C(F)(F)F)c2)C(c2ccc(F)cc2)c2cc(F)ccc2N1 (configuration not stated),-1
C=CCn1c(=O)c2c(C)c(C)sc2n2c(Nc3ccccc3)nnc12,-6
OC(CN1CCOCC1)Cn1c(-c2cccc(Cl)c2)nc2ccccc21 (configuration not stated),-6
CC1CC(C)CN(C(=O)CN2N=C(c3ccccc3)CCC2=O)C1 (configuration not stated),3
CC(C)NC(=O)C1CCCN(c2nc3ccccc3o2)C1 (configuration not stated),-7
O=C1c2ccccc2C2=Nc3ccccc3SC(c3cccc(Br)c3)C12 (configuration not stated),-17
Cc1noc(C)c1COC(=O)Cc1ccc(Cl)cc1,3
O=S(=O)(c1ccc(-c2csc(Nc3ccc4c(c3)OCO4)n2)cc1)N1CCCCC1,-40
CCc1nc2oc3ccccc3c(=O)c2c(=O)n1CCOC,-4
CCN1CCN(CNC(=O)c2cnccn2)CC1,10
O=C(Oc1nsnc1N1CCOCC1)N(c1ccccc1)c1ccccc1,2
CCC(C)n1c(SCC(=O)NC(=O)Nc2ccc3c(c2)OCCO3)nc2ccccc2c1=O (configuration not stated),7
O=C(NCc1ccco1)C1CCN(C(=O)c2cc3sccc3n2Cc2ccc(F)cc2)CC1,3
CN(C)Cc1c(O)ccc2cc(-c3nc4ccccc4o3)c(=O)oc12,-24
O=C(CCCn1c(=O)[nH]c2ccccc2c1=O)N1CCN(c2ccc(F)cc2)CC1,-1
CCOC(=O)c1ccc(NC(=O)CSc2nnc(-c3ccncc3)n2C)cc1,3
Cc1nn(S(=O)(=O)N(C)C)c(C)c1CN1C(=O)c2ccccc2C1=O,5
COc1ccccc1CNC(=O)N1c2ccccc2Sc2ccccc21,5
COC(=O)c1ccccc1NC(=O)CC(NCc1ccccc1)C(=O)O (configuration not stated),-7
O=C(Cn1nc(C(F)(F)F)c2c1CCC2)Nc1ccc2c(c1)OCO2,2
CC1(C(=O)CSc2n[nH]c(-c3ccccc3Cl)n2)CCC(=O)O1 (configuration not stated),0

# Part of the list above in order of molar mass, low to high.
SMILES,14-3-3g Raf
CCc1nc2oc3ccccc3c(=O)c2c(=O)n1CCOC,-4
CC1(C(=O)CSc2n[nH]c(-c3ccccc3Cl)n2)CCC(=O)O1 (configuration not stated),0
COC(=O)c1ccccc1NC(=O)CC(NCc1ccccc1)C(=O)O (configuration not stated),-7

# (listing goes on)
SMILES,14-3-3g Raf
Cc1cc2nc(C)c(Cc3ccccc3)c(=O)n2[nH]1,-6
CCN1C(=O)c2cccc3c([N+](=O)[O-])ccc(c23)C1=O,-12
Cc1nc([N+](=O)[O-])c(NCCCO)n1Cc1ccccc1,-1
COc1ccc(OCCSc2nnc(-c3ccoc3C)n2C)cc1,2
O=C(C1c2ccccc2C(=O)N2CCc3ccccc3C12)N1CCN(c2ccccc2)CC1 (configuration not stated),1
CCOC(=O)c1c(NC(=O)c2ccc(S(=O)(=O)N3CCOCC3)cc2)sc2c1CCCC2,6
COc1ccccc1-n1c(CNC(=O)c2ccco2)nnc1SCC(=O)Nc1nccs1,-3
N#CCCn1c(Cl)nc2ccccc21,-3
O=C(O)COc1ccc(N2C(=O)c3ccc([N+](=O)[O-])cc3C2=O)cc1,-10
CCOC(=O)c1cccc(N(Cc2ccccc2)S(=O)(=O)c2ccc(F)cc2)c1,-1
COc1ccc(C(=O)N=c2sc3cccc(OC)c3n2C)cc1OC,2
CCCN1C2=NCCCN2c2ccccc21,-1
Cn1c(SCC(=O)Nc2ccc(Br)cc2)nc2c([nH]c3ccccc32)c1=O,-4
O=C(NCCCN1CCCC1)c1cc2c(=O)oc3ccccc3c2s1,-15
COc1ccc(C2C=C(c3ccc(Br)cc3)Nc3nnnn32)cc1OC (configuration not stated),0
O=C1CC(Cc2ccccc2)C(=O)N1CCCn1ccnc1 (configuration not stated),3
O=C(Nc1cccc(C(F)(F)F)c1)C1(S(=O)(=O)c2ccc(Cl)cc2)CC1,-1
CN(C(=O)Cc1c[nH]c2ccccc12)C1(C(=O)NC2CCCC2)CCCCC1,2
O=C(CCCn1c(=S)[nH]c2cc3c(cc2c1=O)OCO3)N1CCN(c2ccccc2)CC1,-5
COc1ccc(OCC(=O)N2c3ccc(F)cc3CCC2C)cc1 (configuration not stated),-11
CCOc1ccc(NC2=Nc3cccc4cccc2c34)cc1,-10
CC(=O)C1=NN(c2ccccc2Cl)C2C(=O)N(c3ccccc3)C(=O)C12 (configuration not stated),-26
CC(=O)Nc1ccc(C(=O)N2CCN(C(=O)c3ccco3)CC2)cc1,3
O=C(CCCCCn1c(=S)[nH]c2ccc(Br)cc2c1=O)N1CCN(c2ccc(F)cc2)CC1,-5
COC(=O)c1cc(NC(=O)c2c(OC)cccc2OC)cc(C(=O)OC)c1,2
CC(=O)Nc1nc(-c2ccc(Cl)cc2)c(C)s1,8

# Copied from the list:
# Under 14-3-3g Raf, Cn1c(SCC(=O)Nc2ccc(Br)cc2)nc2c([nH]c3ccccc32)c1=O reads -4
# Under 14-3-3g Raf, CC(=O)Nc1nc(-c2ccc(Cl)cc2)c(C)s1 reads 8
# Under 14-3-3g Raf, O=C(Nc1cccc(C(F)(F)F)c1)C1(S(=O)(=O)c2ccc(Cl)cc2)CC1 reads -1

# From PubChem BioAssay
